# CXXC DNA block: MLL CXXC-DNA interaction inhibition | Q03164 | MLL-CXXC / FITC-HOXA9 DNA fluorescence polarization | Potency, µM (series often up to 115 µM), inactives show at the top dose activity change, negative = inhibition, most hits filed as inhibitors | 0.037% of 290,000 active | AID 2662; active = well fitted inhibition curve with a large enough effect in the polarisation, with a control signal flat, not every such curve was filed as active; inconclusive = small, poorly fitted or top-dose-only effect, or effect the other way, or a change in a side signal; inactive = no such curve, though single readings can be large or run the other way; the % refers to the polarisation; also: potency is read from the fitted curve at half-maximal effect
#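 Steps: dispense CXXC domain solution (7 uM) → pin compounds or unlabeled HOX-A9 DNA control → 5 min ambient → add FLSN-HOX-A9 solution (50 nM) → spin → 30 min ambient → fluorescence polarization. Tris pH 7.5/NaCl/DTT/BSA buffer.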
# TRPV1 agonist: activates the human vanilloid receptor TRPV1; TRPV1-expressing cells, Fluo-8 calcium influx, agonist mode; Q8NER1; activation, % at 8.33 µM; AID 540275; 0.19% of 320,000 active; in the data active = activation above about 80%; inconclusive = between about 30% and that limit; also: 0% is about no effect
#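 Cells expressing TRPV1 were dye-loaded with Fluo-8 and read kinetically: 10 s baseline, 3 min after compound (agonist portion), then 2 min after EC20 capsaicin (allosteric enhancer portion). Calcium-bound dye fluorescence at 480/520 nm.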
# GALK inh: inhibitors of human galactokinase; 0.007% of 270,000 active; P51570; Purified GALK, Kinase-Glo residual ATP luminescence; Potency, µM (titrated, usually from 57.5 µM), inactives show at the highest dose activity change, negative = inhibition, most hits filed as inhibitors; also: potency is read from the fitted curve at half-maximal effect; % is scaled to controls: 0 for no effect and ±100 for the full control effect
#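 Human GALK (5 nM) with 35 uM ATP and 100 uM galactose in 20 mM HEPES pH 8.0, 5 mM MgCl2, 60 mM NaCl, 1 mM DTT, 0.01% BSA. After 1 h at room temperature, leftover ATP was read by Kinase-Glo Plus luminescence.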
# Menin-MLL TR inh: displaces Texas Red mutant MLL peptide from human menin. O00255. Menin + Texas Red MLL mutant peptide, fluorescence polarization. Potency, µM (top dose mostly 61.6 µM), for the others: at the top dose FP activity change, negative = inhibition, hits mostly inhibitors. 0.23% of 270,000 active. AID 1768; active = well fitted inhibition curve with a large enough effect in the polarisation, with a control signal flat, not every such curve was filed as active; inconclusive = small, poorly fitted or top-dose-only effect, or effect the other way, or a change in a side signal; inactive = no such curve, though single readings can be large or run the other way; the % refers to the polarisation; also: potency is read from the fitted curve at half-maximal effect; % of control where 0% means no effect; many of its hits are not listed in these tables
# hERG WT inh: inhibitors of human wildtype KCNH2 potassium channel; Q12809; 0.37% of 340,000 active; U2OS, BacMam KCNH2, thallium flux FluxOr; active compounds read low; AID 720551; activity change, % at 1.84 µM;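 active = maximum activity change below -70%; inconclusive = maximum activity change between -70% and -50%; inactive = maximum activity change above -50%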; also: % is scaled to controls: 0 for no effect and ±100 for the full control effect
# Target sequence (Q12809 whole entry, looked up): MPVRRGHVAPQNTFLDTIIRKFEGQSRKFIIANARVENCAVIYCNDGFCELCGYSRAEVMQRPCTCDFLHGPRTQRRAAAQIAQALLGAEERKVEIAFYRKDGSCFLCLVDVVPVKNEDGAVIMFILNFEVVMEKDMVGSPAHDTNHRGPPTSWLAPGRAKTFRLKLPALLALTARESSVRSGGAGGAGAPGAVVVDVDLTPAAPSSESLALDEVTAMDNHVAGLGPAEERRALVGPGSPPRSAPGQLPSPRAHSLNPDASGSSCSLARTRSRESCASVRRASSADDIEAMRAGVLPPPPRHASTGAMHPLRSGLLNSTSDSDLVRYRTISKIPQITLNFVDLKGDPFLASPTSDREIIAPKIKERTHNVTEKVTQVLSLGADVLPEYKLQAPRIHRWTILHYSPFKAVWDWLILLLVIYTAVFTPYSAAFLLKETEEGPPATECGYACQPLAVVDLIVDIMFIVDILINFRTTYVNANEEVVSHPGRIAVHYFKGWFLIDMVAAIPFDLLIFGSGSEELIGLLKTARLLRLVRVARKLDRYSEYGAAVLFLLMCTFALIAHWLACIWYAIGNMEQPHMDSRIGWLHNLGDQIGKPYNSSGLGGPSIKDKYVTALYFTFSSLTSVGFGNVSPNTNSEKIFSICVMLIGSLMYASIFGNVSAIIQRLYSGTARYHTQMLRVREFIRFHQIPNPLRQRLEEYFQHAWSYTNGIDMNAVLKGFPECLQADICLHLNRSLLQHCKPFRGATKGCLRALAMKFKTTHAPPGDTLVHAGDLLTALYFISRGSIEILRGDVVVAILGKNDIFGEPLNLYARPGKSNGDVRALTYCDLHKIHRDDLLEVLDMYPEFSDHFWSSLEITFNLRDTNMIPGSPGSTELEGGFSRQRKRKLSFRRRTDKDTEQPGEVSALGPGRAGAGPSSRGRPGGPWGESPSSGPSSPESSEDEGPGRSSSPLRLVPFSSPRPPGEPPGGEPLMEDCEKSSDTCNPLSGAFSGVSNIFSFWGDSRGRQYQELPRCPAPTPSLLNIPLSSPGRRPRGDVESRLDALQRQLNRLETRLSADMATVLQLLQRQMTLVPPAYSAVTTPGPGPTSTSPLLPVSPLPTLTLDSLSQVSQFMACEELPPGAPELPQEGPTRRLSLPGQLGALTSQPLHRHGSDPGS
#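 U2OS cells transduced with wild-type KCNH2 virus are loaded with FluxOr dye for 45 min, and thallium flux is measured in kinetic reads before and after stimulation buffer. Rate constants are normalized to DMSO controls.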
# Giardia killer: kills Giardia lamblia; Giardia lamblia trophozoite viability; activity change, % at 7.66 µM, hits read low; 0.15% of 340,000 active; in the data active = activity change below about -80%; inconclusive = between about -30% and that limit;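 also: parasites exposed to compound for two days anaerobically before the ATP read; % is scaled to controls: 0 for no effect and ±100 for the full control effect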
#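 Compounds were tested on trophozoites seeded at 100 cells/well and held 48 hrs at 37 deg C anaerobically. An ATP-based luminescent kit measured the remaining live cells.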
# KCNH2 3.1 block: KCNH2 3.1 (human) potassium channel inhibition. activity change, % (tested at about 1.8 µM). U2OS KCNH2 3.1, thallium flux FluxOr; active compounds read low. 0.95% of 340,000 active;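 active = maximum activity change below -70%; inconclusive = maximum activity change from -70% to -50%; inactive = maximum activity change above -50%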;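 also: thallium influx rate constant from kinetic fluorescence after stimulation buffer; % is scaled to controls: 0 for no effect and ±100 for the full control effect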
#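 U2OS cells transduced with KCNH2 3.1 mutant virus (1.77 x 10^8 /mL, 4 h), plated overnight at 37 C, loaded 45 min with FluxOr dye plus Red40 quencher. Thallium flux rate constant from kinetic reads after stimulation buffer, normalised to controls.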
# B2AR arrestin: agonists driving beta-arrestin recruitment to human beta2-adrenergic receptor. P07550. beta-arrestin recruitment to beta2AR, cell-based reporter. Potency, µM (top dose mostly 46.1 µM), without a hit: at the highest dose activation, most hits filed as activators. 0.02% of 330,000 active. AID 492947;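 also: potency is read from the fitted curve at half-maximal effect; 0% = DMSO controls and full agonism = EC100 isoproterenol or metaproterenol; nearly all actives have a fitted effect of over 65% in size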
# PKM2 activator: PKM2 (human) enzyme activation | P14618 | purified PKM2, Kinase-Glo ATP luminescence, activation; response scale: 0% is enzyme alone, no compound | Potency, µM (series often up to 57.5 µM), for inactives: top-dose activation, hits mostly activators | 0.34% of 260,000 active; also: potency is read from the fitted curve at half-maximal effect; % is scaled to controls: 0 for no effect and ±100 for the full control effect; nearly all actives have a fitted effect of over 55% in size
#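 Purified hPK-M2 (>95% pure) converted ADP (0.1 mM final) to ATP with 0.5 mM PEP in 50 mM imidazole pH7.2, KCl, MgCl2, Tween 20, BSA; 1 h at room temperature. ATP detected by Kinase-Glo luminescence.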
# USP2a block: USP2a (human) protease inhibition | O75604 | USP2 core, Ub-CHOP2 coupled fluorogenic reporter, 485/531 | Potency, µM (series often up to 38.3 µM), for inactives: top-dose activity change, negative = inhibition, hits mostly inhibitors | 0.01% of 330,000 active | AID 463254;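 also: potency is read from the fitted curve at half-maximal effect; plate controls were DMSO wells for no effect and full inhibition by NEM control for full effect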
#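 USP2 core (10nM final) preincubated 30min RT with compound in 20mM Tris-HCl pH 8.0, 2mM CaCl2, 2mM beta-mercaptoethanol, 0.05% CHAPS; 25nM Ub-CHOP2 plus 25nM reporter substrate added, fluorescence (Ex485/Em531) read after 60min.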
# Coupling enz: coupling enzyme interference in Giardia aldolase counter-screen; activity change, negative = inhibition, % at 58.2 µM, hits read low; 0.67% of 290,000 active; AID 2472; coupling enzyme system counterscreen, AmpLite Red fluorescence; in the data active = activity change below about -30%; also: % is scaled to controls: 0 for no effect and ±100 for the full control effect
#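 Counterscreen lacking aldolase: glyceraldehyde-3-phosphate coupling-enzyme reagent preincubated 10 min at RT with compound (at 57.5 uM final), then substrate/coupling system with AmpLite Red added; fluorescence read at 525/598 nm after 20 min RT.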
# The depositor's hits bear a star; ? = inconclusive; . = not tested or not shown; & = joins results of further samples. Unless noted, calls follow the shape of the dose curve; as a rule, active = well fitted curve in the direction sought with a large enough effect; inconclusive = small, poorly fitted or top-dose-only effect, or another doubt; inactive = no such curve, though single readings can be large; an effect the other way counts as inactive or inconclusive. This is a subset; rates above refer to the full screens.
canonical_smiles	Giardia killer	B2AR arrestin	KCNH2 3.1 block	Menin-MLL TR inh	TRPV1 agonist	GALK inh	PKM2 activator	Coupling enz	USP2a block	hERG WT inh	CXXC DNA block
Cc1ccc(/C=N/NC(=O)CSc2nc3ccccc3[nH]2)o1	29.2	-1.0%	10.1	.	-0.7	-0.6%	.	-14.1	-5.4%	2.5	5.3%
COc1ccc(OC)c(C(=O)CSc2nc3ccccc3n2CC(=O)NC(C)(C)C)c1	-9.9	0.1%	0.1	-12.1%	16.7	1.6%	4.5%	5.2	6.3%	9.0	-3.3%
CCOc1ccccc1C1CC(=O)Nc2cc(OC)c(OC)c(OC)c21 (stereo unspecified)	-11.2	-0.1%	-3.0	12.7%	-0.5	-2.2%	-20.8%	-1.1	-1.4%	-2.9	-5.9%
O=c1[nH]cnc(O)c1C(c1ccc([N+](=O)[O-])cc1)c1c(O)nc[nH]c1=O	-18.3	-0.1%	-180.8*	1.0%	-3.6	4.3%	-1.4%	1.8	-1.4%	-4.0	-1.0%
COc1ccccc1Oc1cc(C#N)c(C#N)cc1-n1nnc2ccccc21	-25.1	0.1%	-14.4	-15.9%	4.7	-1.4%	-1.2%	-2.8	-6.4%	-7.1	0.3%
Cc1cc(C)c(NC(=O)/C(=C/c2ccco2)c2ccccc2)c(C)c1	-4.1	-0.2%	-14.8	?	4.1	-0.2%	4.6%	1.1	0.4%	12.4	?
Cc1cc(-c2ccccc2)c2nncn2n1	1.9	-0.1%	8.5	-22.4%	9.8	-0.4%	-2.1%	4.1	0.2%	-11.3	-3.5%
COC(=O)CN(c1ccc(F)cc1)S(=O)(=O)c1ccc2c(c1)OCCO2	-7.5	0.2%	7.7	0.0%	3.4	2.6%	3.8%	6.7	-11.9%	7.4	-0.9%
CC(Sc1nnc(NC2CC2)s1)C(=O)Nc1ccc(S(N)(=O)=O)cc1 (stereo unspecified)	-6.0	-0.6%	-4.4	.	.	.	.	.	0.9%	1.1	.
C=C1C[C@H](O[C@@H]2O[C@H](CO)[C@@H](O)[C@H](O)[C@H]2O)[C@@H]2[C@H](OC(=O)[C@H]2C)[C@H]2[C@H](C)[C@H](O)C[C@@H]12	-9.2	0.2%	14.8	.	.	.	.	.	4.1%	-8.1	.
CCOC(=O)C1=C(C)OC(N)=C(C#N)C1c1ccoc1 (stereo unspecified)	15.7	0.1%	-4.1	-13.2%	-1.6	-0.1%	2.0%	-0.8	0.3%	7.4	4.9%
O=C(Nc1ccc2nc(N3CCOCC3)sc2c1)c1ccccc1	-4.1	-0.9%	12.0	.	8.7	.	.	.	-1.0%	2.6	.
CCCc1nc2ccccc2c(C(=O)OCC(=O)Nc2c(C)n(C)n(-c3ccccc3)c2=O)c1CC	25.6	-0.1%	8.4	-10.2%	0.0	0.2%	10.5%	2.9	6.0%	9.2	6.5%
CSc1ccc(CCNC(=O)CN2C(=O)CCSc3ccccc32)cc1	?	0.2%	-1.1	?	1.5	-0.2%	.	0.8	1.9%	-33.1	13.7%
COc1ccccc1NC(=S)NC(NC(=O)CC(C)C)C(Cl)(Cl)Cl (stereo unspecified)	-21.1	0.4%	2.4	9.2%	4.0	5.8%	-9.9%	2.4	2.0%	-18.7	?
COP(=O)(OC)C(NC(=O)Nc1ccccc1)c1ccccc1 (stereo unspecified)	1.1	-0.8%	4.2	.	.	-3.4%	-1.9%	-2.3	-0.2%	1.1	-7.2%
COc1ccc(S(=O)(=O)N2CCCCC2)cc1NC(=O)c1ccc(=O)[nH]c1	-3.4	0.1%	2.7	-8.6%	-1.6	5.6%	3.2%	-0.2	2.5%	5.9	-0.7%
CC1(C)NC(=O)N(CC(O)COc2ccccc2[N+](=O)[O-])C1=O (stereo unspecified)	14.1	0.0%	-1.7	1.9%	-0.4	-1.5%	3.5%	-0.7	-0.6%	2.9	8.3%
CSCCC(NC(=O)c1ccco1)C(=O)OCC(=O)Nc1sccc1C#N (stereo unspecified)	.	-0.2%	.	-1.0%	0.1	5.0%	-3.1%	-0.9	-1.4%	.	2.1%
Cc1nn(-c2ccccc2)c(C)c1/C=N/NC(=O)CSc1nnc(SCc2ccccc2Cl)s1	-17.1	?	2.7	-8.4%	-14.1	2.6%	-1.0%	4.1	-7.3%	-1.2	-1.5%
Cc1cc(C)n2nc(C(=O)N3CCOCC3)nc2n1	0.6	-0.1%	-2.3	-16.8%	2.2	0.1%	-10.0%	-3.4	3.9%	3.2	-3.4%
CCCCC[C@H](O)/C=C/[C@@H]1[C@@H](C/C=C\CCCC(=O)O)[C@H]2CO[C@@H]1C2	?	-0.1%	11.6	4.6%&-11.2%	2.7	1.2%	-0.7%	0.5&9.9	-0.7%	-1.3	16.2%
Cc1sc2ncnc(SCC(=O)Nc3nc(-c4ccc(F)c(F)c4)cs3)c2c1C	18.1	-0.3%	21.8	-2.7%	-0.3	-0.9%	-9.5%	5.2	3.2%	5.9	9.3%
COCCn1c(C)cc(C(=O)CSc2ncnc3sc4c(c23)CCC4)c1C	-12.4	0.2%	-26.6	8.8%	2.3	-4.0%	-21.7%	-1.3	-1.8%	18.4	17.6%
Cc1ccc(CNC(=O)C2CC(=O)N(C3CCCCCCC3)C2)cc1 (stereo unspecified)	4.1	-0.6%	6.3	-25.9%	?	3.9%	-4.6%	3.1	-0.6%	1.1	-1.9%
COc1ccc(-c2nnc(SCC(=O)c3ccc[nH]3)n2-c2ccccc2)cc1	-2.7	-1.1%	4.9	-8.0%	10.3	0.7%	0.3%	2.3	1.9%	-30.6	4.2%
Nc1nnnn1/N=C/C=C/c1ccccc1	-25.2	0.4%	-4.8	-7.2%	-2.8	1.6%	5.3%	2.1	-5.8%	1.3	-3.4%
CC(C)NC(=O)c1onc(CSc2ccc(F)c(F)c2)c1C(=O)O	0.1	-1.1%	5.9	17.2%	-3.8	-1.1%	-3.2%	2.6	0.6%	-0.3	-5.7%
COc1nc(Nc2ccc([N+](=O)[O-])cc2)nc(NC2CCCCC2)n1	-20.9	0.0%	.	?	1.6	-3.4%	-11.5%	-0.8	1.8%	-3.5	11.4%
CCOC(=O)C1CCN(C(=O)COC(=O)c2nn(C)c(=O)c3ccccc23)CC1	10.1	-0.2%	-7.0	.	-0.1	.	.	.	0.8%	-11.1	.
CCC(C)NC(=S)Nc1ccc(F)cc1 (stereo unspecified)	15.3	-0.3%	6.5	.	7.3	4.0%	1.8%	0.4	1.4%	3.7	-1.8%
CN1C(=S)SC(C)(NO)C1(C)C (stereo unspecified)	0.4	-0.4%	-11.3	-23.1%	-16.4	0.1%	1.1%	5.1	1.4%	-9.5	-3.9%
CCc1nc(SCC(=O)N2CCC(C)CC2)c2c(=O)n(C)c(=O)n(C)c2n1	2.5	-1.5%	-5.4	-10.2%	0.2	-4.2%	1.4%	4.4	0.2%	-11.3	8.3%
COc1ccc(S(=O)(=O)N2CCCN(CCC(=O)Nc3cccc(C(F)(F)F)c3)CC2)cc1	-10.6	-0.4%	3.1	.	.	-1.5%	11.6%	1.0	1.3%	4.5	0.3%
COc1cc2[nH]c(=O)n(Cc3ccccc3Cl)c(=O)c2cc1OC	0.4	0.1%	3.6	.	0.1	-0.1%	1.6%	0.6	-2.0%	-0.6	14.1%
Clc1ccc(-c2csc(N/N=C/c3ccc4c(c3)OCO4)n2)cc1	-1.6	-0.4%	-6.9	?	-2.7	-0.6%	-0.4%	-2.6	4.1%	-1.6	6.2%
Cc1ccc(C(=O)N2C(=S)C(c3ccc(F)cc3)=NC23CCN(C)CC3)cc1	-12.5	-0.6%	-10.1	12.0%	0.9	-3.2%	5.8%	0.1	-0.6%	15.8	23.7%
O=S(=O)(Nc1ccncc1)c1ccc(Cl)cc1	18.1	-0.2%	-1.3	-1.0%	-0.4	-1.8%	2.9%	-1.3	0.6%	-1.5	-0.3%
CN1CC(=O)N(CC(=O)Nc2ccc(OCc3ccccc3)cc2)C1=O	2.2	0.4%	14.4	.	.	.	.	.	5.3%	-18.9	.
Cc1ccc(C(=O)COC(=O)CNC(=O)c2cccs2)cc1	11.5	.	-3.6	13.5%	2.9	-4.1%	-1.0%	-0.7	.	10.5	-4.7%
N#CC(C(=O)C12CC3CC(CC(C3)C1)C2)c1nc2ccccc2[nH]1 (stereo unspecified)	10.5	0.0%	-15.5	21.4%	18.2	-3.3%	-1.6%	-0.4	4.0%	9.6	17.1%

# Assay outcomes from PubChem BioAssay.
